M. tuberculosis HTS: M. tuberculosis growth inhibition, HTS (AID 449762); one-dose inhibition, % at 25 µM; IC50 in µM for titrated hits; M. tuberculosis H37Rv growth inhibition, 7H9 media; higher % means a stronger effect; actives 0.59% (n = 330,000); in the data active means a potency from the dose series; inconclusive means inhibition above about 70% without an active follow-up result;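 further: bacterial growth assessed after seven days of incubation; strong numbers were not always called active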
tuberculosis growth: growth inhibition of non-replicating M. tuberculosis (AID 488890); actives 0.39% (n = 320,000); inhibition, % at 25 µM; hits with a dose series show IC50 in µM; Mycobacterium tuberculosis non-replicating, growth inhibition; higher % means a stronger effect; in the data active means a potency from the dose series; inconclusive means inhibition mostly from about 82% at the one dose, without a potency; inactive means the rest, 99 in 100 with inhibition below about 76%;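 further: plate controls were DMSO cells for no effect and high antibiotic wells for full effect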
influenza NS1A: NS1A inhibition, H1N1 influenza, cell based functional assay (AID 504329). NS1A functional cell-based assay, percent inhibition; higher % means a stronger effect. actives 0.3% (n = 340,000). inhibition, % at 12.5 µM; hits with a dose series show IC50 in µM; in the data active means a potency from the dose series; inconclusive means inhibition above about 27% without an active follow-up result; further: strong numbers were not always called active
PhoP GFP inhibition: PhoP regulon inhibitors, Salmonella typhi PhoP promoter GFP reporter, confirmatory (AID 1850). Salmonella Typhi PhoP-promoter GFP reporter, fluorescence, 4 h; higher % means a stronger effect. inhibition, % at 50 µM, or IC50 in µM where a hit was titrated. actives 0.33% (n = 310,000); in the data active means a potency from the dose series; inconclusive means inhibition mostly from about 25% at the one dose, without a potency; inactive means the rest, 99 in 100 with inhibition below about 19%;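 further: 0% = induced wells with vehicle and 100% = uninduced wells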
inhibitors of VEEV: inhibitors of VEEV TC-83 cytopathic effect, confirmation, Vero cells (AID 588727). Vero cells, VEEV TC-83 cytopathic effect inhibition; higher % means a stronger effect. actives 0.13% (n = 350,000). inhibition, % at 20 µM; hits with a dose series show IC50 in µM; in the data active means a potency from the dose series; inconclusive means inhibition mostly from about 14% at the one dose, without a potency; inactive means the rest, 99 in 100 with inhibition below about 12%; further: strong numbers were not always called active
inhibitors of VEEV 10K pilot screen: further read-out of inhibitors of VEEV, marked with its call; inhibition, %; measured here: 10K pilot screen inhibition
* = called active by the depositor; i = inactive; u = inconclusive; x = no result given. Rows are unselected (roughly 1.6% active in at least one column).

SMILES | M. tuberculosis HTS | tuberculosis growth | influenza NS1A | PhoP GFP inhibition | inhibitors of VEEV | others
Cc1nn(Cc2ccccc2Cl)c(C)c1NC(=O)CSc1n[nH]c(C)c1[N+](=O)[O-] | -0.5% | 5.4% | x | -7.1% | x
N#Cc1cc2sc3nnc(-c4ccncc4)n3c2cc1C#N | 7.1% | -4.4% | -0.8% | -5.0% | 0.2%
COC(=O)[C@H](Cc1ccccc1)NC(=O)NCc1ccc(S(N)(=O)=O)cc1 | -2.5% | 7.2% | 1.6% | -13.3% | i
N/C(=N\OC(=O)COc1ccc([N+](=O)[O-])cc1)c1ccncc1 | -4.6% | 3.6% | -2.5% | -6.6% | 2.1%
CCOc1ncccc1C(=O)OCc1csc(CC(=O)Nc2ccccc2C)n1 | 3.5% | 46.4% | 2.0% | x | 10.8%
CCc1ccc(OCCNC(=O)c2cccs2)cc1 | 6.1% | 41.4% | 2.6% | -3.6% | 1.2%
CCCCCCc1cc2cc(-c3nnc(-c4ccccc4O)o3)c(=O)oc2cc1O | 12.1% | -1.4% | 18.9% | -14.3% | 4.7%
CCn1cnc2sc(C(=O)Oc3cccc(C)c3)c(C)c2c1=O | u | u | -18.9% | -4.4% | 2.7%
CC(C)(C)c1ccc(C(CC(=O)O)NC(=O)Cc2ccc(F)cc2)cc1 (stereo unspecified) | -4.7% | 1.2% | x | -7.7% | x
C/C(=N\Nc1ncc(Cl)cc1Cl)c1ccc(S(=O)(=O)NCc2ccco2)cc1 | 5.4% | 21.4% | 1.0% | -2.0% | u
CC1(C)CC(=O)C(CO)=C(c2cccc3ccccc23)C1=O | 7.8% | 4.0% | -2.7% | x | i
CCc1cccc2c(=O)c(C(=O)NCCCOC)c[nH]c12 | -6.4% | -10.1% | 2.5% | 11.7% | 1.7%
Cc1c(NC(=O)c2ccc(F)c(S(=O)(=O)N3CCOCC3)c2)c(=O)n(-c2ccccc2)n1C | -1.3% | -1.6% | 1.9% | -0.5% | 0.1%
CCOC(=O)c1cc(NC(=O)c2ccc(C)cc2)c(=O)oc1C(F)(F)F | 2.2% | u | -5.3% | -9.9% | i
COc1ccc(CC(=O)Nc2ccc(S(=O)(=O)NC(C)C)cc2)cc1 | -4.5% | 7.5% | 18.6% | -3.9% | i | inhibitors of VEEV 10K pilot screen=0.0
COc1cc(/C=C(\C#N)c2nn(CCO)c(N)c2C#N)cc(OC)c1OC | 3.6% | -7.5% | 1.0% | -4.8% | 10.2%
COc1ccc(OC)c(NC(=O)N2C[C@H]3C[C@@H](C2)c2cccc(=O)n2C3)c1 | -3.5% | 1.4% | 9.2% | -1.6% | 1.1%
CCn1c2ccccc2c2cc(C#N)c(N)nc21 | -3.7% | -6.9% | x | 12.6% | 0.8%
COc1ccc(/C=N/n2c(=O)[nH]c3c([nH]c4ccc(C)cc43)c2=O)cc1CN1CCOCC1 | x | x | 22.6% | x | 3.8%
CN(CC(=O)Nc1ccccc1Cl)C(=O)c1ccccc1SCC(=O)N1CCCC1 | 0.9% | -4.6% | -0.1% | 0.9% | 0.7%
COc1ccc(COC(=O)C2=C(C)NC(=O)NC2c2cccc(Br)c2)cc1 (stereo unspecified) | 1.5% | 11.0% | -0.6% | -0.3% | 8.1%
COc1ccc(-c2cc(C(=O)Nc3ccc(C(N)=O)cc3)c3ccccc3n2)cc1OC | 36.3% | 22.5% | -13.4% | -5.8% | 7.2%
Cc1onc(-c2c(F)cccc2Cl)c1C(N)=S | -3.6% | 63.6% | 1.6% | 5.2% | i
CCOC(=O)C1(Cc2cccc(OC)c2)CCN(CCO)CC1 | -6.9% | 9.9% | -20.9% | -0.7% | 1.1%
Cc1ccc(NC(=O)CN(C)CC(=O)N(CC(C)C)c2c(N)n(CC(C)C)c(=O)[nH]c2=O)c(C)c1 | -11.5% | 7.1% | -5.7% | x | 1.9%
CCN(CC)S(=O)(=O)c1cc(NC(=O)C(C)N2CCN(c3ccccn3)CC2)ccc1C (stereo unspecified) | -1.9% | 36.8% | -0.2% | 0.6% | i
Oc1ccc(/C=N/N2CCN(C3c4ccccc4-c4ccccc43)CC2)cc1 | 8.9% | 2.1% | 17.2% | 13.3% | 1.0%
CCOC(=O)C(=Cc1ccc(Br)cc1)C(=O)OCC | u | u | 3.4% | 5.2% | 5.2%
CC(C)CCC[C@@H](C)[C@H]1CC[C@H]2[C@@H]3C(=O)C=C4C[C@@H](O)CC[C@]4(C)[C@H]3CC[C@]12C | 43.3µM* | 20.3% | 0.4% | -10.0% | i
CC(=C\c1ccccc1)/C=C1/SC(=S)N(CCCC(=O)O)C1=O | 9.4% | -15.4% | -3.5% | -3.8% | 12.8%

Compounds from the list above with a Cl atom (four):
SMILES | M. tuberculosis HTS | tuberculosis growth | influenza NS1A | PhoP GFP inhibition | inhibitors of VEEV | others
Cc1nn(Cc2ccccc2Cl)c(C)c1NC(=O)CSc1n[nH]c(C)c1[N+](=O)[O-] | -0.5% | 5.4% | x | -7.1% | x
C/C(=N\Nc1ncc(Cl)cc1Cl)c1ccc(S(=O)(=O)NCc2ccco2)cc1 | 5.4% | 21.4% | 1.0% | -2.0% | u
CN(CC(=O)Nc1ccccc1Cl)C(=O)c1ccccc1SCC(=O)N1CCCC1 | 0.9% | -4.6% | -0.1% | 0.9% | 0.7%
Cc1onc(-c2c(F)cccc2Cl)c1C(N)=S | -3.6% | 63.6% | 1.6% | 5.2% | i

Remaining list, next part.
SMILES | M. tuberculosis HTS | tuberculosis growth | influenza NS1A | PhoP GFP inhibition | inhibitors of VEEV | others
Cc1cc(C)cc(N2C(=O)CC(Cn3nc(C)cc3C)C2=O)c1 (stereo unspecified) | -2.5% | 0.4% | x | 3.5% | 4.6%
COc1cc(CCC(=O)Nc2ccc(C)c(S(=O)(=O)N(C)C)c2)cc(OC)c1OC | -4.8% | -7.6% | -3.1% | -5.4% | i
CCOc1ccc(NC(=O)C(=S)NC2CCCCC2)cc1 | 5.9% | 10.9% | -4.4% | -9.0% | 1.0%
Cn1c(=O)cc(Cl)[nH]c1=O | 3.1% | -6.8% | 3.9% | 8.5% | 1.3%
COc1ccc(C(=O)OCC(=O)Nc2ccc(F)cc2F)cc1OC | -0.1% | -0.9% | 17.4% | 12.8% | 1.1%
COc1ccc2[nH]c3c(=O)n(N)c(=O)[nH]c3c2c1 | -2.0% | 2.7% | 18.2% | 4.1% | i
Cc1c(N=Cc2cccnc2)c(=O)n(-c2ccccc2)n1C | -6.1% | -1.8% | -1.0% | -3.8% | 2.1%
CCNc1ccc(P(=S)(N(C)C)N(C)C)cc1 | -3.0% | 6.2% | -0.4% | -5.2% | 0.3%
CCCOc1ccc(N2C(=O)CC(N(Cc3ccc(OC)cc3)C(=S)Nc3ccccc3)C2=O)cc1 (stereo unspecified) | -8.8% | -11.4% | -1.2% | -6.9% | i
C/C(=N/NC(=O)c1cccs1)c1c(C)[nH]n(-c2nc3ccccc3s2)c1=O | 50.4% | u | -5.8% | -8.5% | 4.7%
Cc1cc(C)[n+](-c2ccc(Oc3ccccc3)c(S(=O)(=O)[O-])c2)[nH]1 | 2.1% | -2.7% | 1.5% | -3.3% | 1.7%
O=C(O)c1cc(N/N=C/C(Cl)=C/c2ccccc2)ccc1Cl | -0.5% | 20.3% | 4.3% | -5.1% | i
O=C(CSc1ccc(F)cc1)N1CCN(S(=O)(=O)c2ccccc2)CC1 | 5.7% | 13.9% | 1.9% | -25.4% | 1.7%
CC/C(=N\NC(=O)c1ccc2c(c1)OCO2)c1ccccc1 | -5.4% | 11.7% | -2.2% | -3.1% | 2.6%
CCOC(=O)c1c(C)[nH]c(C)c1S(=O)(=O)NCCc1cccs1 | 2.4% | 20.9% | -3.0% | 0.9% | i
O=C(O)c1nn2cc(CCO)cnc2c1Cl | 0.2% | -1.4% | 1.8% | 4.9% | 1.9%
CN(C(=O)COC(=O)c1ccc(Br)o1)c1c(N)n(Cc2ccccc2)c(=O)[nH]c1=O | 5.3% | 0.9% | -16.8% | 2.1% | 0.6%
CCO[C@H]1OC(C(=O)N2CCOCC2)=C[C@@H](c2ccccc2)[C@@H]1CCCO | 1.7% | 9.2% | 0.9% | 10.2% | 0.3%
Cc1ccc(C(=O)Cc2cc3ccccc3oc2=O)c(C)c1 | 3.9% | 8.7% | -29.2% | -0.9% | 1.4%
CCCCn1c(N)c(N(CCC(C)C)C(=O)C2CC(=O)N(c3ccc(OC)cc3OC)C2)c(=O)[nH]c1=O (stereo unspecified) | 2.7% | 15.2% | -3.4% | 3.0% | 1.0%
O=C(Nc1ccc2c(c1)OCO2)c1cc2n(n1)C(C(F)(F)F)CC(c1ccccc1)N2 (stereo unspecified) | 1.7% | 6.1% | 1.7% | -9.6% | 1.4%
O=S(=O)(c1ccccc1)N1CCCN(S(=O)(=O)c2ccccc2)CC1 | 14.3% | 1.6% | -10.5% | -17.6% | 1.6%
COc1ccc(-c2cc(C(=O)OCC(=O)Nc3ccc4c(c3)OCO4)c3ccccc3n2)cc1 | 0.4% | -9.7% | 3.7% | 1.5% | 1.6%
COc1cc(C(=O)NNC(=O)c2ccc(NC(=O)C(C)(C)C)cc2)cc(OC)c1OC | 5.7% | 2.8% | -3.2% | 12.6% | i
C=CC[C@H](CC(=O)N(CCO)Cc1ccccc1)C(=O)N[C@H](COC(=O)[C@@H](CC=C)CC(=O)OC(C)(C)C)Cc1c[nH]c2ccccc12 | 6.7% | 17.1% | 2.4% | x | i
COc1ccc(-c2csc3ncnc(N4CCN(c5cccc(Cl)c5)CC4)c23)cc1 | -0.6% | -3.4% | -10.0% | 1.6% | 5.1%
O=C(OCC(=O)c1cccs1)c1ccc([N+](=O)[O-])o1 | u | 75.3% | -0.3% | -17.7% | 0.3%
Cc1cc(Cl)n2c(nc3ccccc32)c1C#N | x | x | -3.8% | x | i
CCc1ccc(N2C(=O)CC(N(CC3CCCO3)C(=O)/C=C/C(=O)O)C2=O)cc1 (stereo unspecified) | -5.7% | 5.6% | -4.9% | 1.4% | i
CCOC(=O)CNC(=O)C1COc2ccccc2O1 (stereo unspecified) | -2.5% | 63.3% | 11.9% | -8.1% | 1.4%
CS(=O)(=O)c1ccc2nc(NC(=O)C3CC(=O)N(c4ccccc4)C3)sc2c1 (stereo unspecified) | -4.3% | 3.4% | -5.7% | 8.4% | 0.5%
COCCN1C(=O)c2cc(C(=O)Nc3ccc(C)c(F)c3)ccc2C1Nc1ccc(C)c(F)c1 (stereo unspecified) | -0.5% | 4.2% | -1.4% | 2.6% | 1.0% | inhibitors of VEEV 10K pilot screen=1.6
COc1ccccc1C(=O)NCC(c1cccnc1)N(C)C (stereo unspecified) | -1.6% | -6.3% | 8.3% | -2.5% | 0.8%
Cc1cc(Cl)c(S(=O)(=O)NC2CCCC2)cc1OCC(N)=O | -10.6% | 3.6% | 1.7% | 3.2% | 0.8%
COc1cc(CCC(=O)NCc2ccc(Cl)cc2)cc(OC)c1OC | -3.7% | -5.0% | -1.8% | 2.0% | 0.8%
O=C(CCNc1n[nH]c(=O)[nH]c1=O)N1CCOCC1 | -4.3% | -1.4% | 10.0% | -11.8% | 2.1%
CN(C(=O)COC(=O)c1cc(S(=O)(=O)N2CCCCC2)ccc1N1CCOCC1)C1CCS(=O)(=O)C1 (stereo unspecified) | 6.2% | -1.5% | 11.8% | 4.2% | i
COc1ccccc1CCNC(=O)c1cccc(NC(=O)CC2SC(N3CCCCC3)=NC2=O)c1 (stereo unspecified) | x | x | -5.4% | x | 8.9%
CC1CCCCC12NC(=O)N(CC(=O)NCc1ccccc1)C2=O (stereo unspecified) | -7.1% | -11.7% | 0.6% | x | 1.0%
COc1ccc2cc(C#N)c(NC(C)C)nc2c1 | -2.2% | -2.2% | 0.8% | 5.1% | 4.8%
CCn1c(SCC(=O)Nc2nc3ccccc3s2)nnc1-c1ccc(OC)cc1 | 4.7% | 15.1% | -4.7% | -10.6% | 5.8%

Some of these compounds in order of length of the SMILES, descending:
SMILES | M. tuberculosis HTS | tuberculosis growth | influenza NS1A | PhoP GFP inhibition | inhibitors of VEEV | others
COc1ccccc1CCNC(=O)c1cccc(NC(=O)CC2SC(N3CCCCC3)=NC2=O)c1 (stereo unspecified) | x | x | -5.4% | x | 8.9%
Cc1cc(Cl)c(S(=O)(=O)NC2CCCC2)cc1OCC(N)=O | -10.6% | 3.6% | 1.7% | 3.2% | 0.8%
COc1ccccc1C(=O)NCC(c1cccnc1)N(C)C (stereo unspecified) | -1.6% | -6.3% | 8.3% | -2.5% | 0.8%

Screening data deposited in PubChem BioAssay by Southern Research Specialized Biocontainment Screening Center.
